D3 antag: qHTS of D3 Dopamine Receptor Antagonist: qHTS. D3R cells, DiscoveRx beta-arrestin luminescence, antagonist mode; active compounds read low. max response, negative = inhibition, %. 360,000 compounds, 2.5% hits. AID 652054, 2013; in the data active = max response below about -50%; inconclusive = no clear call, values can overlap the other calls; note: % is set by controls: 0 for no effect and ±100 for the full control effect; mostly tested at two doses, the higher about 12 µM
Target sequence (P35462 whole entry, looked up): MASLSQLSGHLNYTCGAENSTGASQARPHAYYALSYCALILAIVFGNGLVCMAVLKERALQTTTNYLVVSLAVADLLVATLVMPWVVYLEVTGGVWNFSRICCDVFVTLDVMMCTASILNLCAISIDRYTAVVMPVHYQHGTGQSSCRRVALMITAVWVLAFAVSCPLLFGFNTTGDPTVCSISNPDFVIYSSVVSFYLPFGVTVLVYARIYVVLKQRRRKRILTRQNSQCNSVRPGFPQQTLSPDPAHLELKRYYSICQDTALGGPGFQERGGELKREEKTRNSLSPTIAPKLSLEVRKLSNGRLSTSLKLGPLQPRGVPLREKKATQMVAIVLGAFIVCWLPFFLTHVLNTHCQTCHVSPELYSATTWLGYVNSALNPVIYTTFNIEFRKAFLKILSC
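Cells plated overnight at 1500 cells/well, then exposed to library compounds with dopamine controls for 90 minutes at 37 degrees C. DiscoveRx reagent added for 30–60 minutes at room temperature; luminescence read, quantitative HTS format.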
aSyn rescue: qHTS of alpha-syn Inhibitors; AID 652106, 2013; Potency, µM (highest dose often 46.1 µM), for inactives: top-dose growth rescue (activation), usual class: activators; 370,000 compounds, 0.14% hits; Yeast expressing alpha-synuclein, growth rescue, BacTiter-Glo, 24 h; note: potency is the fitted concentration of half-maximal effect; % of control where 0% means no effect; nearly all actives have a fitted effect of over 65% in size
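Screening used galactose-induced yeast with toxic alpha-synuclein levels, exposed to compound for 24 hr at 30 deg C. Cell growth, read with BacTiter-Glo luminescence, gave the measured signal.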
GLP-1R inv ag: qHTS of GLP-1 Receptor Inverse Agonists (Inhibition Mode); Potency, µM (highest dose often 38.3 µM), for inactives: top-dose activity change, negative = inhibition, most hits filed as inhibitors; HEK293 GLP-1R CRE-luciferase, luminescence, 24 h; GLP-1R form is constitutively active; AID 624417, 2012; Glucagon-like peptide 1 receptor (Homo sapiens), P43220; 410,000 compounds, 1.6% hits; note: potency is the fitted concentration of half-maximal effect; % is set by controls: 0 for no effect and ±100 for the full control effect; nearly all actives have a fitted effect of over 55% in size
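Inverse agonism was detected as reduced cAMP-driven luciferase luminescence after 24 h compound treatment. The cells were HEK293 clones expressing constitutively active human GLP-1R with the reporter. Reporter-only and GPR119 cell lines served as counterscreen controls.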
PTHR1 agonist: qHTS for PTHR1 Agonists: Primary Screen; HEK293 GP2 PTHR1 cells, GloSensor cAMP luminescence, 1 h; Potency, µM (titrated, usually from 115 µM), inactives show top-dose activation, hits mostly activators; 410,000 compounds, 0.075% hits; AID 743266, 2014; note: potency is the fitted concentration of half-maximal effect; nearly all actives have a fitted effect of over 55% in size; some results filed as inactive show a strong effect at the top dose; inactives centre near -15; many of its hits are not listed in these tables
Target sequence (Q03431 whole entry, looked up): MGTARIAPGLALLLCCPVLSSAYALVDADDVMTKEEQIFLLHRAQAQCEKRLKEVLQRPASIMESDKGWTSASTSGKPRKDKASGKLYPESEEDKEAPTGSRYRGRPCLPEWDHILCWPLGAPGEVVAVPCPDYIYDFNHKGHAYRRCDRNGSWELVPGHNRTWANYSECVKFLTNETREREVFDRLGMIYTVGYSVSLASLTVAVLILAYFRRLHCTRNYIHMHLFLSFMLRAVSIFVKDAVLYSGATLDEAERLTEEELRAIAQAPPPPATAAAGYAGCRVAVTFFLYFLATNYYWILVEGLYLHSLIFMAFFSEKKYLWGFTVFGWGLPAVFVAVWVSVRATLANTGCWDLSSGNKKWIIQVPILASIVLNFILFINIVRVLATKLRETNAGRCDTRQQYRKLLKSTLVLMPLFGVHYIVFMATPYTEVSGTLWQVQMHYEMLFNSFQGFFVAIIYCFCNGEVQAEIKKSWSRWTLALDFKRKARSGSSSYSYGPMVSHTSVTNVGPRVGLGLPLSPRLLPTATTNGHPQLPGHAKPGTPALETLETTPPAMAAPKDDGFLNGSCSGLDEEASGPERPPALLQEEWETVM
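HEK-293-derived GP2 cells expressing PTHR1 and a GloSensor cAMP reporter, 3,000/well, plated overnight, given luciferin plus IBMX (each 0.5 mM as added) for 1 h at 37 °C, then compound for 1 h at 37 °C. Luminescence was read after 15 min at room temperature.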
GLP1R ag: qHTS of GLP-1 Receptor Agonists. Potency, µM (series often up to 45.6 µM), for inactives: top-dose activation, actives largely listed as activators. AID 624172, 2012. 380,000 compounds, 0.007% hits. HEK293 GLP-1R CRE-luciferase, luminescence, 4-6 h; cells express a hypersensitive GLP-1R form; note: potency is the fitted concentration of half-maximal effect; % of control where 0% means no effect
FUS suppressor: qHTS for Suppressors of FUS Proteinopathy: Primary screen using FUS-linked yeast assay. S. cerevisiae FUS-expressing, growth rescue, OD600, 24 h. Potency, µM (series often up to 76.6 µM), for inactives: at the top dose growth rescue (activation), most hits filed as activators. 390,000 compounds, 0.24% hits. AID 1347120, 2019;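 note: potency is the fitted concentration of half-maximal effect; plate controls were DMSO vehicle for no effect and reference control for full effect; nearly all actives have a fitted effect of over 55% in size; some results filed as inactive show a strong effect at the top dose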
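Cultures pregrown in 2.5% raffinose medium are shifted to minimal medium containing 2% galactose to express toxic FUS. Compounds are tested at several concentrations. After 24hr at 30C, growth is quantified at 600 nm absorbance.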
Abeta yeast res: qHTS for compounds that reverse cellular toxicity of Amyloid beta (A-beta) peptide in yeast: Primary Screen | AID 1347071, 2019 | 410,000 compounds, 0.063% hits | yeast expressing A-beta42, growth rescue, OD600, 48 h; response scale: 0% DMSO, 100% iron-clioquinol control | Potency, µM (top dose mostly 46.1 µM), for the others: at the top dose growth rescue, usual class: activators; note: potency is the fitted concentration of half-maximal effect; nearly all actives have a fitted effect of over 55% in size
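Growth rescue measured by 600 nm absorbance after 48 h yeast culture at 30 C with compound. Values normalized between DMSO and an equimolar ferric chloride plus clioquinol control.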
Akt phos inh: HTS Assay for Inhibitors of Akt Phophorylation: Primary Screen; Neuro2A IGF-stimulated pAkt S473 HTRF, 20 min; active compounds read low; activity change, % for hits at 50 µM; 360,000 compounds, 0.32% hits; in the data active = activity change below about -80%; inconclusive = mostly about -51% to -80%; note: % is set by controls: 0 for no effect and ±100 for the full control effect
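Neuro2A cells in DMEM with 0.5% FBS, overnight at 37 deg C, given compound at single 50 µM final, then IGF (6 nM final) for 20 min at 37 deg C. Lysed; phospho-Akt Ser473 by HTRF after 24 h, 665/615 ratio.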
TDP43 rescue: qHTS of TDP-43 Inhibitors; TDP-43 expressing yeast growth rescue, BacTiter-Glo, 24 h; Potency, µM (titrated, usually from 46.1 µM), for the others: top-dose growth rescue (activation), usual class: activators; 410,000 compounds, 1.8% hits; note: potency is the fitted concentration of half-maximal effect; % of control where 0% means no effect; nearly all actives have a fitted effect of over 50% in size
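Yeast expressing TDP-43 (pregrown in raffinose, seeded at OD600=0.02 in galactose medium) exposed to compounds 24 hr at 30 deg C. Growth read by BacTiter-Glo luminescence; rescue of toxicity appears as increased signal.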
* hit, by the source's call; i = inactive; u = inconclusive; x = not tested or not shown; & = joins results of further samples; [ ] = remark or other dose. Unless noted, calls come from the whole dose curve; as a rule, active = well fitted curve in the direction sought with a large enough effect; inconclusive = small, poorly fitted or top-dose-only effect, or another doubt; inactive = no such curve, though single readings can be large; an effect the other way counts as inactive or inconclusive. An excerpt; the hit share may differ from the screen's.

Molecule	TDP43 rescue	aSyn rescue	GLP-1R inv ag	Akt phos inh	GLP1R ag	FUS suppressor	D3 antag	Abeta yeast res	PTHR1 agonist
COc1ccc(NC(=O)c2c(NC(=O)c3ccncc3)sc3c2CCC(C(C)(C)C)C3)cc1 (configuration not stated)	28%	x	-2%	x	x	4%	x	2%	-90%[inhibitor]
COc1ccccc1NC(=O)CN1CCN(CC(=O)Nc2ccc(OCc3ccccc3)cc2)CC1	-1%	4%	u	i	-3%	12%	23	4%	-23%
Cc1ccnc(NC(=O)c2ccc3c(c2)C(=O)N(CC(C)C)C3=O)c1	16%	-10%	4%	i	5%	9%	-4	-31%[inhibitor]	-23%
O=C1CSC(c2ccccc2)N1Nc1nc(N2CCOCC2)nc(N2CCOCC2)n1 (configuration not stated)	-7%	3%	-4%	i	9%	3%	2	-2%	-6%
COc1cccc(C(C(=O)Nc2ccc(F)cc2)N(C(=O)Cn2nnc3ccccc32)C2CC2)c1 (configuration not stated)	-7%	5%	u	i	8%	6%	19	-24%	i
O=S(=O)(c1ccc(Cl)cc1)c1nc(-c2ccco2)oc1SCc1ccccc1F	-8%	x	u	x	x	17%	x	6%	-40%[inhibitor]
CC(=O)c1cccc(N(C(=O)CNC(=O)c2ccco2)C(C(=O)NC2CCCC2)c2ccc(C)o2)c1 (configuration not stated)	-27%	1%	7%	i	4%	7%	0	5%	i
Cc1ccc(N2CC(C(=O)N/N=C/c3sccc3C)CC2=O)cc1 (configuration not stated)	-4%	6%	u	i	-6%	6%	2	6%	-8%
O=C(Nc1nc(-c2ccco2)c(-c2ccco2)s1)c1cnccn1	6%	3%	2%	i	-2%	x	-9	2%	-24%
Cc1cccc(N(Cc2ccccc2)C(=O)c2cccc(S(=O)(=O)N3CC(C)OC(C)C3)c2)c1 (configuration not stated)	6%	0%	u	i	13%	39%	-12	-2%	-11%
COc1cc(NC(=O)C2CCN(c3cnc4ccccc4n3)CC2)cc(OC)c1OC	21%	x	54%[activator]	x	x	24%	x	4%	-28%
CCOC(=O)C(c1ccccc1)C(Nc1ccc(Cl)c(Cl)c1)c1ccccn1 (configuration not stated)	-13%	4%	u	i	12%	4%	-5	11%	i
COc1ccc(OC)c(-c2oc3ccccc3c(=O)c2O)c1	-11%	15%	u	i	17%	-2%	-19	7%	-3%[57.5 µM]
O=c1c2cccnc2[nH]c(=S)n1CCCN1CCN(c2ccccc2F)CC1	14%	5%	4%	i	-2%	13%	-55*	2%	i
CCOc1ccc(N(CC(=O)NCc2cccc(OC)c2)S(=O)(=O)c2c(C)noc2C)cc1	-18%	4%	-4%	i	13%	37%	27	7%	-3%[57.5 µM]
Cc1ccc(-c2[nH]c3cc(C(N)=O)ccc3c(=O)c2O)cc1	3%	-11%	11%	i	0%	19%	0	-23%	-5%
CN(CCOc1ccc(Cl)cc1)C(=O)c1cc(S(=O)(=O)N2CCOCC2)ccc1N1CCCC1	18%	6%	u	i	11%	u	4	1%	-41%[inhibitor]
CN(C(=O)CCN1CCCO1)C1CCCN(Cc2ccccc2F)C1 (configuration not stated)	2%	-5%	3%	i	-5%	19%	-5	-1%	u
Cc1c(Cl)cnc(NC(=O)COC(=O)CNC(=O)c2ccccc2)c1Cl	12%	0%	10%	i	-7%	12%	0	-3%	i
O=C(c1c(F)cccc1F)N1CCC(O)(c2ccc(F)cc2)CC1	21%	2%	18%	i	13%	-18%	15	8%	i
O=C1CC(c2ccco2)Sc2nc3ccccc3n21 (configuration not stated)	u	0%	54%[activator]	i	11%	u	u	-8%	-16%
O=C(CSc1nc2ccccc2c(=O)[nH]1)Nc1ccc(Br)cc1	-3%	0%	23%	i	-6%	-42%	4	9%	i
COc1ccc(NC(C)=O)cc1NC(=O)c1c(C)noc1C	29%	-1%	13%	i	14%	-2%	7	6%	i
CCCNS(=O)(=O)c1ccc2c(c1)CCCN2C(C)=O	4%	-3%	12%	i	-7%	12%	6	8%	-1%
COCCNC(=O)C(c1ccc(C)o1)N(Cc1ccc(F)cc1)C(=O)Cn1nnc2ccccc21 (configuration not stated)	-7%	3%	-9%	i	-3%	16%	-29	-6%	-6%[57.5 µM]
CC(C)c1ccc(Nc2sc(C(=O)c3ccccc3)c(N)c2S(=O)(=O)c2ccccc2)cc1	12%	x	-15%	x	x	11%	x	10%	i
CCN(CC(=O)Nc1ccc(NC(C)=O)cc1)Cc1c(O)ccc2cc(Br)ccc12	u	9%	-27%	i	15%	5%	-3	6%	-7%
CC1=CCC2C(=O)N(c3ccc(C(=O)N4CCCCCC4)cc3)C(=O)C2C1 (configuration not stated)	10%	1%	-24%	i	3%	1%	3	10%	-4%
Cc1cccc(OCc2nnc(SCC(=O)N3CCN(C(=O)c4ccco4)CC3)n2C)c1C	-21%	1%	-1%	i	4%	9%	21	-8%	i
O=c1c(-c2c(O)cc(O)c3c2O[C@H](c2ccc(O)cc2)CC3)c(-c2ccc(O)cc2)oc2cc(O)cc(O)c12	21%	3%	-9%	i	1%	15%	74	14%	1%
O=C(O)c1ccccc1NCCO	6%	1%	21%	i	0%	-10%	3	-2%	i
Cc1ccc(C(=O)Nc2ccon2)cc1S(=O)(=O)N1CCCC1	-4%	-18%	0%	i	9%	16%	-4	-1%	-61%[inhibitor]
CC(=NNC(=O)COc1cccc(C)c1)c1cccnc1	23%	-5%	22%	i	0%	x	1	0%	-13%
CC(Oc1cccc(Cl)c1)C(=O)Nc1ccc(S(=O)(=O)NC2=NCCCCC2)cc1 (configuration not stated)	7%	2%	-19%	i	-17%	21%	5	-4%	-23%
COc1cccc(NC(=O)CN2C(=O)COc3ccc(S(=O)(=O)N4CCOCC4)cc32)c1	2%&17%	-7%	7%&4%	i	-2%	-9%&-14%	0	2%	i
COc1ccc(CCNc2c(C=O)c(=O)[nH]c3ccccc23)cc1OC	2%	-2%	12%	i	0%	-16%	-14	-2%	-2%
Cc1ccc(NC(=O)NNC(=O)c2ccc3c(c2)NC(=O)C(C)(C)O3)cc1	7%	5%	5%	i	-1%	14%	5	-8%	i
CCCC(=O)Nc1ccc(C(=O)N/N=C/c2cccnc2)cc1	-21%	3%	7%	i	-9%	5%	2	12%	i
CCn1c(O)c(C=Nc2ccccc2)n(-c2ccccc2)c1=S	-18%	-2%	-18%	i	-12%	3%	0	-18%	i
COc1cccc(-c2cnc3c(NC=O)cc(-c4ccc(S(C)(=O)=O)cc4)cn23)c1	3%	2%	10%	i	26%	u	122	5%	i
CC(OC(=O)C1=COCCO1)C(=O)Nc1ccc(Oc2ccccc2)cc1 (configuration not stated)	-7%	3%	u	i	-5%	-1%	u	26%	-8%[57.5 µM]
Cc1ccc(NC(=O)c2ccc(OCC3CCCO3)cc2)cc1 (configuration not stated)	2%	1%	u	i	4%	x	10	-12%	-26%
Cc1cc(C(F)(F)F)nn1CC(=O)Nc1cccnc1	-8%	-2%	0%	i	10%	2%	26	-6%	-10%[57.5 µM]

In the list so far, these have fluorine.
Molecule	TDP43 rescue	aSyn rescue	GLP-1R inv ag	Akt phos inh	GLP1R ag	FUS suppressor	D3 antag	Abeta yeast res	PTHR1 agonist
COc1cccc(C(C(=O)Nc2ccc(F)cc2)N(C(=O)Cn2nnc3ccccc32)C2CC2)c1 (configuration not stated)	-7%	5%	u	i	8%	6%	19	-24%	i
O=S(=O)(c1ccc(Cl)cc1)c1nc(-c2ccco2)oc1SCc1ccccc1F	-8%	x	u	x	x	17%	x	6%	-40%[inhibitor]
O=c1c2cccnc2[nH]c(=S)n1CCCN1CCN(c2ccccc2F)CC1	14%	5%	4%	i	-2%	13%	-55*	2%	i
CN(C(=O)CCN1CCCO1)C1CCCN(Cc2ccccc2F)C1 (configuration not stated)	2%	-5%	3%	i	-5%	19%	-5	-1%	u
O=C(c1c(F)cccc1F)N1CCC(O)(c2ccc(F)cc2)CC1	21%	2%	18%	i	13%	-18%	15	8%	i
COCCNC(=O)C(c1ccc(C)o1)N(Cc1ccc(F)cc1)C(=O)Cn1nnc2ccccc21 (configuration not stated)	-7%	3%	-9%	i	-3%	16%	-29	-6%	-6%[57.5 µM]
Cc1cc(C(F)(F)F)nn1CC(=O)Nc1cccnc1	-8%	-2%	0%	i	10%	2%	26	-6%	-10%[57.5 µM]

High-throughput results as filed in PubChem.
